# Bioassay records as filed in PubChem.
# Xi reactivation: activators of inactive X chromosome reactivation, primary screen, imaging, XiGFP fibroblasts, GFP high-content imaging, set 2; XiGFP mouse fibroblasts, % GFP-positive cells imaging, 3 d; cells co-treated with 5-aza-dC sensitizer; scaled so ellipticine positive control = 100%; activation, % at 7.58 µM; 360,000 tested, 0.055% active; AID 743238, 2013;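 active means mean normalized replicate activation at least 10% and every replicate at or above 10%; inconclusive means only one of the two criteria met; inactive means mean below 10% and not all replicates reach 10%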;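 further: 0% = median of on-plate neutral control wells and 100% = ellipticine 6 µM median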
#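 System: XiGFP fibroblasts, SV40-immortalized. Medium: DMEM plus 5-aza-dC sensitizer. Doses: single point. Timing: 3 d treatment, 15 min room-temperature fixation. Control set: ellipticine 6 µM.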
# DENV2 CPE: inhibitors of DENV2 cytopathic effect, primary screen, cell-based, plate reader, single concentration. DENV2-infected cells, cytopathic effect rescue. CPE inhibition, % at 9.99 µM. 350,000 tested, 1.7% active. AID 651640, 2012; in the data active means CPE inhibition above about 20%, passing the limit was not always enough; inconclusive means no clear call, values can overlap the other calls; tested in BHK-21 cells;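 further: 0% = median of neutral control wells and 100% = median of positive control wells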
# ARNT TACC3 PPI: disruptors of ARNT/TACC3 protein interaction, primary screen, biochemical, AlphaScreen, single concentration; inhibition, % at 9.99 µM; 390,000 tested, 0.66% active; Transforming acidic coiled-coil-containing protein 3 (Homo sapiens), Q9Y6A5; AlphaScreen His-ARNT PAS-B/GST-TACC3 binding, luminescence; TACC3 fragment carries E629A point mutation; AID 623870, 2012;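 active means mean inhibition of replicates at least 50% and at least half of replicates each reaching 50%; inconclusive means half or more replicates reach 50% but mean below 50%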;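 further: 0% = complete ARNT plus TACC3 wells and 100% = ARNT alone without TACC3; many hits fall short of the cut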
# EWS-Fli block: EWS/Fli-driven NR0B1 reporter inhibitors, primary screen, A673 cells, NR0B1 luciferase, luminescence, MLPCN library | viability-normalised | inhibition, % at 12.6 µM | 350,000 tested, 0.67% active;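 active means mean inhibition of at least 50% after viability correction, with every replicate also passing that limit; inconclusive means mean reaches 50% but only one of two replicates passes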;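 further: firefly luciferase signal divided by Alamar Blue viability fluorescence both relative to DMSO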
# GSIS activator: GLuc luminescence reporter in INS-1E cells, primary screen for activators of glucose-dependent secretion of insulin | INS-1E GLuc reporter insulin secretion, 2-3 h | activation, % at 16.6 µM | 370,000 tested, 0.61% active;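 active means lowest replicate activation of at least 40%, so every replicate reaches that level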;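 further: 0% = median of neutral control wells and 100% = median of IBMX positive control wells; some compounds called inactive have numbers as strong as hits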
# F508del corr: F508del CFTR correction, initial screen, CFBE line, single point | CFBE cells, YFP halide quenching; stimulated with forskolin plus potentiator P3; % fluorescence drop versus neutral controls | activity (quench increase), % at 7.58 µM | 350,000 tested, 0.36% active;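 active means mean added fluorescence quench of at least 8% versus neutral control, with both replicates also reaching 8%; inconclusive means only one of the mean or replicate conditions met; inactive means mean below 8% and not both replicates reaching 8%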;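 further: cells transiently co-express mutant CFTR-F508del with the halide-sensitive YFP; corrector assay measuring rescue of mutant channel to the surface after 24 h compound exposure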
# ERp5 block: inhibitors of ERp5-driven insulin aggregation, primary screen, biochemical, turbidity, absorbance 650 nm, single point | Protein disulfide-isomerase A6 (Homo sapiens), Q15084 | 90 min | inhibition, % at 9.99 µM | 350,000 tested, 0.05% active | AID 651711, 2012;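 active means mean replicate inhibition above about 25%, with every replicate also reaching it, limit read from the data, passing the limit was not always enough; inconclusive means only one of those two criteria met; inactive means neither criterion met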
# Target sequence (Q15084 whole entry, looked up): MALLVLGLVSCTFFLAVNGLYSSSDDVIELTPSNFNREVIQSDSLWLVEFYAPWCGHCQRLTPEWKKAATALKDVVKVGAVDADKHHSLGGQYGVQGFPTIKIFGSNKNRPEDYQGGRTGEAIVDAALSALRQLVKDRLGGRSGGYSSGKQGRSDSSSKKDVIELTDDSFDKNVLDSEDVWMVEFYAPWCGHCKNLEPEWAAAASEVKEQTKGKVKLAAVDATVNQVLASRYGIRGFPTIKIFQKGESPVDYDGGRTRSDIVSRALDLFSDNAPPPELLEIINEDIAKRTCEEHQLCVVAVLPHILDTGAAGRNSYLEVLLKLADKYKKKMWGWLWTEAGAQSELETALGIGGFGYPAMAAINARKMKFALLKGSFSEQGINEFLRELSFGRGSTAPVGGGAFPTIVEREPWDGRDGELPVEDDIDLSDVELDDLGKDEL
# PAX8 reporter: inhibitors of PAX8-driven TPO luciferase reporter, primary screen, RMG-I cells, single concentration; inhibition, % at 12.6 µM; 360,000 tested, 1.2% active; SteadyGlo, 24 h; AID 652154, 2013;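 active means mean replicate inhibition at least 60% with every replicate also reaching 60%; inconclusive means only one of the two criteria is met; inactive means mean below 60% and not all replicates reaching 60%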;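 further: luciferase light reporting Pax8 driven TPO promoter activity; plate controls were median of neutral control wells for no effect and mitoxantrone controls for full effect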
# Active calls of the source: *; ? = inconclusive; . = not tested or not shown.
# Fields – Xi reactivation	DENV2 CPE	ARNT TACC3 PPI	EWS-Fli block	GSIS activator	F508del corr	ERp5 block	PAX8 reporter
> C[C@H](CO)N1C[C@H](C)[C@H](CN(C)C(=O)Nc2ccc(C(F)(F)F)cc2)OCCCC[C@H](C)Oc2ccc(NC(=O)Nc3ccc(C(F)(F)F)cc3)cc2C1=O
 : 0.5	-5.9	-18.6	2.2	6.7	3.5	.	32.5
> Cc1cccc(/N=C/c2c(C)[nH]n(-c3ccccc3)c2=O)n1
 : 0.5	-6.4	-23.5	11.4	1.8	-1.3	-3.0	8.5
> Cc1cccnc1NC(=O)c1ccc2c(c1)OCO2
 : 0.0	4.7	-4.1	-41.4	11.0	-2.1	-1.7	-42.1
> C[C@H](CO)N1C[C@H](C)[C@@H](CN(C)S(C)(=O)=O)Oc2ccc(NC(=O)CCCN(C)C)cc2C1=O
 : 0.0	?	2.8	.	21.2	-1.9	0.5	-4.7
> N#CCSc1nnc(Cc2cccc3ccccc23)n1C1CCCCC1
 : .	.	-9.2	.	-4.1	.	-2.1	24.6
> Cn1cccc1/C=C1\SC(=S)N(NC(=O)c2ccccc2)C1=O
 : 0.2	4.7	12.3	4.3	-13.9	2.9	2.1	-24.2
> OCC(O)C1OC(c2ccco2)OC(CO)C1O (configuration not stated)
 : 0.0	1.5	0.3	6.6	3.2	-4.0	8.2	-0.1
> CCOCCCNC(=O)c1ccc(CS(=O)(=O)c2cccc(C(F)(F)F)c2)o1
 : 0.0	-4.2	-4.1	-4.6	.	-0.4	-1.1	-1.1
> CC(=O)NC12CC3CC(C1)CC(C(=O)OCC(=O)Nc1c(F)cccc1F)(C3)C2
 : 0.6	5.1	-3.2	-9.9	3.0	-0.7	5.5	-3.0
> C[C@@H]1CN([C@H](C)CO)C(=O)Cc2cc(NC(=O)Cn3cnnn3)ccc2O[C@@H]1CN(C)C(=O)Nc1ccc2c(c1)OCO2
 : 0.0	-0.4	-13.0	-10.2	11.0	2.2	-9.9	0.8
> COc1ccc(NC(=O)N(C)C[C@@H]2OCCCC[C@@H](C)Oc3ccc(N(C)C)cc3C(=O)N([C@@H](C)CO)C[C@H]2C)cc1
 : -1.0	?	19.7	-1.3	3.1	-0.3	1.5	6.7
> COc1ccc(NC(=O)C2(C)CCN2Cc2ccc(OC)c3ccccc23)cc1OC (configuration not stated)
 : 0.0	-15.6	.	6.4	.	.	0.9	-15.6
> O=C(Cn1nnc(-c2ccccc2)n1)NNC(=O)c1ccccc1
 : 0.1	0.8	-3.0	-5.5	0.1	0.7	-1.4	-6.5
> CC1CCCC(C)N1C(=O)COC(=O)c1cncc(Br)c1 (configuration not stated)
 : -0.1	-5.1	.	-5.5	.	3.7	-0.2	-75.0
> O=C(C[C@H]1CC[C@@H]2[C@H](COC[C@H](O)CN2Cc2cc(F)cc(F)c2)O1)NC1CCCC1
 : 0.3	0.9	1.8	6.0	-8.8	-1.5	-1.8	-10.0
> CCCOP(=O)(OCCC)c1nc(-c2ccccc2)oc1NCc1ccccc1
 : 0.0	7.0	-4.5	13.0	-16.3	-5.5	-5.8	19.2
> CC(C)C[C@H]1COc2cccc(N3CCC[C@H]3CO)c2S(=O)(=O)N1
 : -0.1	5.2	.	-6.0	-0.3	2.4	10.9	10.5
> COCC(=O)N1[C@H](C#N)[C@@H](c2ccccc2C2=CCCCC2)[C@H]1CO
 : 0.1	?	.	-6.1	0.4	-2.4	-0.6	.
> COCCNC(=O)C[C@@H]1CC[C@H]2[C@@H](COc3ccc(NC(=O)Nc4cccc(F)c4)cc3C(=O)N2C)O1
 : 0.1	.	.	-7.8	-8.2	1.5	.	8.1
> CCn1c(SCC(=O)NC2CCCC2)nnc1C(C)NC(=O)c1ccccc1Br (configuration not stated)
 : 0.3	-0.6	-25.4	-6.1	14.4	1.0	2.9	-4.4
> CCc1nnc(NC(=O)CSc2nc(SC)ns2)s1
 : 0.0	-8.9	-2.8	12.2	-4.4	-2.8	0.8	-2.1
> CCCCn1c(N)c(-c2nc3ccccc3o2)c2c([N+](=O)[O-])nn(C)c(=O)c21
 : 0.0	1.4	8.6	10.0	-0.9	3.2	-3.1	-15.7
> COc1ccc(S(=O)(=O)Nc2cccc(S(=O)(=O)N3CCCC3)c2)cc1OC
 : 0.2	12.7	1.8	1.0	1.7	1.7	2.5	-2.7
> CC(NC(=O)c1ccco1)c1ccc(-n2ccnc2)cc1 (configuration not stated)
 : 0.2	-8.8	-2.3	-4.2	-2.6	-2.5	4.6	-9.2
> O=C(COC(=O)c1cccc(F)c1)Nc1ccc(Cl)cn1
 : 0.0	-2.4	-8.1	3.9	9.9	-3.1	-1.9	-2.5
> COCCCN1C(=O)C(CC(=O)NCCCN(C)C)CC(C(=O)N(C(C)C)C(C)C)=C1C (configuration not stated)
 : 0.0	3.9	.	3.3	7.1	0.2	6.6	2.9
> CCOC(=O)C1=C(N)OC2=C(C(=O)CC(C)C2)C1c1cccnc1 (configuration not stated)
 : 0.0	.	1.1	.	16.5	.	.	4.3
> Cn1c(=O)n(CCO)c(=O)c2c1nc(Br)n2Cc1ccccc1
 : 0.1	-4.9	5.9	10.0	18.8	2.1	5.5	-3.2
> C[C@@H]1CCCCO[C@@H](CN(C)Cc2ccc(C(F)(F)F)cc2)[C@H](C)CN([C@H](C)CO)C(=O)c2cc(NC(=O)c3ccccc3)ccc2O1
 : -0.7	12.3	-3.9	21.6	-14.4	2.3	-2.3	90.8*
> COc1ccc(CN(C)C[C@H]2Oc3ccc(NS(=O)(=O)c4cn(C)cn4)cc3C(=O)N([C@@H](C)CO)C[C@H]2C)cc1
 : -1.5	0.2	0.6	-4.3	15.6	0.6	2.2	-11.4

# Part of the list above in order of number of heavy atoms, low to high:
# Fields – Xi reactivation	DENV2 CPE	ARNT TACC3 PPI	EWS-Fli block	GSIS activator	F508del corr	ERp5 block	PAX8 reporter
> CC(NC(=O)c1ccco1)c1ccc(-n2ccnc2)cc1 (configuration not stated)
 : 0.2	-8.8	-2.3	-4.2	-2.6	-2.5	4.6	-9.2
> CC(C)C[C@H]1COc2cccc(N3CCC[C@H]3CO)c2S(=O)(=O)N1
 : -0.1	5.2	.	-6.0	-0.3	2.4	10.9	10.5
> COCC(=O)N1[C@H](C#N)[C@@H](c2ccccc2C2=CCCCC2)[C@H]1CO
 : 0.1	?	.	-6.1	0.4	-2.4	-0.6	.
> CCCCn1c(N)c(-c2nc3ccccc3o2)c2c([N+](=O)[O-])nn(C)c(=O)c21
 : 0.0	1.4	8.6	10.0	-0.9	3.2	-3.1	-15.7
> COc1ccc(CN(C)C[C@H]2Oc3ccc(NS(=O)(=O)c4cn(C)cn4)cc3C(=O)N([C@@H](C)CO)C[C@H]2C)cc1
 : -1.5	0.2	0.6	-4.3	15.6	0.6	2.2	-11.4

# Additional results.
# Fields – Xi reactivation	DENV2 CPE	ARNT TACC3 PPI	EWS-Fli block	GSIS activator	F508del corr	ERp5 block	PAX8 reporter
> C[C@@H]1CN([C@@H](C)CO)C(=O)Cc2cc(NC(=O)Nc3ccc(F)cc3)ccc2O[C@H]1CN(C)S(=O)(=O)c1ccccc1
 : -0.1	5.7	22.7	-0.2	-15.2	3.2	11.6	.
> Cc1ccc(C(=O)NNC2CC(=O)N(c3ccc4c(c3)OCCO4)C2=O)cc1 (configuration not stated)
 : 0.0	-1.7	-9.3	11.0	5.5	-1.6	-7.9	6.5
> O=C(c1nc2ccccc2[nH]1)c1ccccc1[N+](=O)[O-]
 : 0.0	?	2.3	-37.4	.	2.2	-7.1	-28.0
> CC(C)NC(=O)Nc1ccc2c(c1)C(=O)N([C@@H](C)CO)C[C@H](C)[C@@H](CN(C)C)OCCCC[C@H](C)O2
 : 0.2	-7.3	108.8*	.	11.9	5.4	1.1	-8.4
> C/C(=C\COc1ccc2ccc(=O)oc2c1)CC[C@@H](O)C(C)(C)O
 : 0.3	-12.7	-2.8	-23.8	4.0	0.6	7.4	-12.8
> C[C@@H]1CN([C@@H](C)CO)C(=O)c2cc(C#CCN(C)C)cnc2O[C@H]1CN(C)Cc1ccccn1
 : -0.5	12.3	-5.0	-3.2	17.5	0.6	-5.6	.
> CN(C)C(=O)C[C@H]1CC[C@@H]2[C@@H](COc3ccc(NC(=O)Nc4cccc(Cl)c4)cc3C(=O)N2C)O1
 : 0.2	-13.2	4.9	-5.7	-19.4	0.4	3.9	-9.7
> COCc1cn(CC[C@H]2CC[C@H](NC(=O)c3ccc(F)cc3)[C@@H](CO)O2)nn1
 : 0.2	0.0	6.8	-0.3	11.4	-0.2	-4.0	0.5
> COC(=O)N(C)C[C@H]1OCc2cn(nn2)CCCC(=O)N([C@H](C)CO)C[C@H]1C
 : 0.4	-0.9	-2.4	-0.2	-7.7	1.0	5.2	.
> NC(CCc1ccccc1)c1csc(NC(=O)Nc2cccc(C(F)(F)F)c2)n1 (configuration not stated)
 : -0.1	-7.6	.	44.8	-12.9	0.6	-2.1	-1.3
> COCCNC(=O)C(=O)NNC(=O)COc1ccc(OC)cc1
 : 0.7	-10.1	-6.1	1.1	-6.0	.	2.7	-2.3
> CCCC(=O)OC[C@H]1CN(C2CCCC2)S(=O)(=O)c2c(Oc3ccccc3)cccc2O1
 : 0.0	-3.0	.	-2.2	32.0	-2.2	3.6	8.0
> O=C(CN1CCOCC1)NNc1c2ccccc2nc2ccccc12
 : 0.1	3.1	-46.0	2.6	.	-0.7	-3.8	-16.0
> COCCCn1c(=O)c2sccc2n2c(CCCC(=O)NCC3CCCO3)nnc12 (configuration not stated)
 : 0.0	0.6	6.1	9.8	-2.7	4.1	11.8	-183.3
> O=C(CNC(=O)C12CC3CC(CC(C3)C1)C2)N1CCCC(C(F)(F)F)C1 (configuration not stated)
 : 0.2	-0.6	.	0.3	0.5	-1.0	-1.0	-9.2
> CO[C@@H]1CN(C)C(=O)c2cc(NC(=O)c3nc4ccccc4s3)ccc2OC[C@@H](C)NC[C@H]1C
 : 0.3	3.2	-4.8	-17.5	5.1	0.0	1.3	4.6
> C[C@@H]1CN([C@@H](C)CO)C(=O)Cc2cc(NS(=O)(=O)c3ccc(Cl)cc3)ccc2O[C@H]1CN(C)S(C)(=O)=O
 : 0.3	-6.2	-6.3	-1.7	-0.4	3.8	-3.6	1.6
> CN(CCc1ccccn1)C(=O)CCC1CCCN(Cc2ccccc2OC(F)F)C1 (configuration not stated)
 : 0.3	4.9	-3.0	-0.2	5.8	1.9	-1.2	17.9
> Cc1ccc(NC(=O)OC(C)CNC(=O)Oc2cccc(C)c2)cc1 (configuration not stated)
 : 0.4	4.4	-3.8	-71.5	-29.1	0.9	2.7	-103.9
> CN(C)c1ccc2c(c1)[C@H]1C[C@@H](CC(=O)N3CCCCC3)O[C@@H](CO)[C@H]1O2
 : 0.1	-2.8	.	-3.0	-6.3	-2.9	4.0	.
> CCCCSCCCNC(=O)c1ccc(CS(=O)(=O)c2ccccc2OC)o1
 : 0.2	?	-0.1	9.3	.	-1.6	3.8	13.5
> O=C(Nc1ncccn1)c1ccc([N+](=O)[O-])cc1[N+](=O)[O-]
 : 0.0	-8.3	1.2	11.2	-13.7	-0.1	1.7	4.4
